Screening data deposited in PubChem BioAssay by National Center for Advancing Translational Sciences (NCATS).
G9a inh = qHTS Assay for Inhibitors of Histone Lysine Methyltransferase G9a | G9a H3K9 monomethylation, AlphaScreen, 2 h | Potency, µM (titrated, usually from 102 µM), without a hit: at the highest dose activity, negative = inhibition, most hits filed as inhibitors | 350,000 compounds, 8.8% hits; further: on the % scale 0 is the no-effect control and ±100 the full control effect; nearly all actives have a fitted effect of over 75% in size
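Compounds were preincubated with 20 nM G9a for 15 min, after which biotinylated H3K9 peptide (500 nM) and SAM (20 uM) started a 2 h room-temperature reaction. Monomethylated product was quantified by antibody-based AlphaScreen chemiluminescence.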
Pol kappa inh = qHTS for Inhibitors of Polymerase Kappa; purified Pol kappa, fluorescent DNA synthesis assay, 10 min; 400,000 compounds, 0.53% hits; AID 588579, 2011; Potency, µM (top dose mostly 107 µM), for the others: at the top dose activity, negative = inhibition, most hits filed as inhibitors; further: on the % scale 0 is the no-effect control and ±100 the full control effect
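Enzyme at 10 nM met test compounds for 15 min at room temperature. Substrate addition (50 nM final) began the reaction, which was monitored by fluorescence at 0 and 10 min.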
BLM helicase inh = qHTS Assay for Inhibitors of Bloom's syndrome helicase (BLM) | RecQ-like DNA helicase BLM (Homo sapiens), P54132 | recombinant BLM DNA unwinding, fluorescence dequenching | Potency, µM (titrated, usually from 56.1 µM), inactives show at the highest dose activity change, negative = inhibition, usual class: inhibitors | 350,000 compounds, 0.2% hits;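 further: plate controls were vehicle for no effect and no enzyme for full effect; nearly all actives have a fitted effect of over 35% in size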
BAZ2B block = qHTS Assay for Inhibitors of BAZ2B; Potency, µM (highest dose often 114 µM), for the others: top-dose activity change, negative = inhibition, hits mostly inhibitors; 360,000 compounds, 4.4% hits; AID 504333, 2011; AlphaScreen BAZ2B-H3K14Ac peptide displacement; further: on the % scale 0 is the no-effect control and ±100 the full control effect; nearly all actives have a fitted effect of over 60% in size
Target sequence (Q9UIF8 whole entry, looked up): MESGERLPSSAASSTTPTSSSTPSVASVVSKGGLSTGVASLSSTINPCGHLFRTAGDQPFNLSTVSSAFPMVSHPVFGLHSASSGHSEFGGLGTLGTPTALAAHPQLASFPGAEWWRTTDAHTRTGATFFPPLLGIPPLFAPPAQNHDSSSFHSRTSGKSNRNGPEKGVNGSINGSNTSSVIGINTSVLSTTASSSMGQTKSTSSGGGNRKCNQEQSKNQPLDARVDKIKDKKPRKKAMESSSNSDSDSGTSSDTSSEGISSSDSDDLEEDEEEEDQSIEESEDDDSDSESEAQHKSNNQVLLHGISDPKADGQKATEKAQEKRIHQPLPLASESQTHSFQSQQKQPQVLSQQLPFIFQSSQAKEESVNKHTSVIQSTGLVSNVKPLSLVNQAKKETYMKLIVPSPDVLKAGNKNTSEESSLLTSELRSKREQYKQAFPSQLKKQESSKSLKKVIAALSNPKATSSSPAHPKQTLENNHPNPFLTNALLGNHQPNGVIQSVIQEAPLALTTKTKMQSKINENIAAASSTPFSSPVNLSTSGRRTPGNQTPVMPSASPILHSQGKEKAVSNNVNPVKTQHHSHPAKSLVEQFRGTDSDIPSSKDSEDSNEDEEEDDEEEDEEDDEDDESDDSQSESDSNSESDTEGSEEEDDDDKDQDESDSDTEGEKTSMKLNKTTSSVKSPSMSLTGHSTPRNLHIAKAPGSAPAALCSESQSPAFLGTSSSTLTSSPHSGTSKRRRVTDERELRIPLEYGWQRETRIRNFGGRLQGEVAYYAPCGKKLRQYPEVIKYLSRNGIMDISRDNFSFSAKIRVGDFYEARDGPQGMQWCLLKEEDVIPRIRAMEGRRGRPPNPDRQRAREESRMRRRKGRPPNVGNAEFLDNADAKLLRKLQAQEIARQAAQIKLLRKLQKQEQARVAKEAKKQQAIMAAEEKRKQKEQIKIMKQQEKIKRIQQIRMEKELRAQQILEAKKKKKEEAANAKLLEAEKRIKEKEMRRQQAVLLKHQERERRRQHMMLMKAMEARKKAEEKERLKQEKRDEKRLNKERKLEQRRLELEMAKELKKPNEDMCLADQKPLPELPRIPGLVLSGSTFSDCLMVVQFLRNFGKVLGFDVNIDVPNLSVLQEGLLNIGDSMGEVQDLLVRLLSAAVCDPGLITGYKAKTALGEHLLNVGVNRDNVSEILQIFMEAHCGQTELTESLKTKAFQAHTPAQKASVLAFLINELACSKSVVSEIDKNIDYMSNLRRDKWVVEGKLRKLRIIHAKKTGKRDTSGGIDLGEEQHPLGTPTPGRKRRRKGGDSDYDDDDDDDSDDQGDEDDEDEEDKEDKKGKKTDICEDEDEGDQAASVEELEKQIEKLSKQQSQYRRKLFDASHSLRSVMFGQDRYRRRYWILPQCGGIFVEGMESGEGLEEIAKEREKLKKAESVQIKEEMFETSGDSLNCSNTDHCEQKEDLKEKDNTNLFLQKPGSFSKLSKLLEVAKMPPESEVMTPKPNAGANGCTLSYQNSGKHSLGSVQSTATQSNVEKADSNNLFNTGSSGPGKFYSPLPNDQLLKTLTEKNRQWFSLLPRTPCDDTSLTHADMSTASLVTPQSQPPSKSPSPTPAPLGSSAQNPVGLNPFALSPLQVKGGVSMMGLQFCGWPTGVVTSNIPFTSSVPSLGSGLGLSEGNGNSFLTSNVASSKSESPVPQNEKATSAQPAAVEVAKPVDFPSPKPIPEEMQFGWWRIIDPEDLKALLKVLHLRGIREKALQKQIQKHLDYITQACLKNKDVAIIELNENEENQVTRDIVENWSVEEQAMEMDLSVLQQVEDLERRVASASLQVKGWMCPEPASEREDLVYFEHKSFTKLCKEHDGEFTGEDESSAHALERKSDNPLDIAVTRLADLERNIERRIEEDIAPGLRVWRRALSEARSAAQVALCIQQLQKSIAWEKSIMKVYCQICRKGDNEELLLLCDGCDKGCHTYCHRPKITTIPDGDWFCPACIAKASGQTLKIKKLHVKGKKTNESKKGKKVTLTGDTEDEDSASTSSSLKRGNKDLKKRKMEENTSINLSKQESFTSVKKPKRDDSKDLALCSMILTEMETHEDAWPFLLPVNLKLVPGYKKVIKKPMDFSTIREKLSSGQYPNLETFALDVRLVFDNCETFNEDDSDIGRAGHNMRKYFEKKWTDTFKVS
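Compounds, titrated to a top concentration of 110 uM, were incubated 30 min at room temperature with preformed BAZ2B/acetyl-K14 H3 peptide complex (50 nM each). Proximity signal was measured by AlphaScreen after 20 min with beads.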
Pol eta inh = qHTS for Inhibitors of Polymerase Eta | Potency, µM (titrated, usually from 114 µM), without a hit: top-dose activity change, negative = inhibition, actives largely listed as inhibitors | DNA polymerase eta (Homo sapiens), Q9Y253 | 390,000 compounds, 1.2% hits | AID 588591, 2011 | recombinant Pol eta, fluorescent DNA replication assay; further: on the % scale 0 is the no-effect control and ±100 the full control effect
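Pol eta (10 nM) was preincubated with compounds for 15 min at room temperature, after which fluorescent replication substrate (50 nM final) was added to start the reaction. Fluorescence was read kinetically at 0 and 10 min.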
APEX1 inh = qHTS Assay for Inhibitors of the Human Apurinic/apyrimidinic Endonuclease 1 (APE1) | recombinant APE1, TAMRA/BHQ-2 abasic DNA cleavage fluorescence | 350,000 compounds, 0.35% hits | AID 2517, 2012 | DNA repair nuclease/redox regulator APEX1 (Homo sapiens), P27695 | Potency, µM (series often up to 65.8 µM), for the others: at the highest dose activity change, negative = inhibition, hits mostly inhibitors;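 further: plate controls were vehicle for no effect and reference inhibitor for full effect; nearly all actives have a fitted effect of over 55% in size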
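Quantitative HTS: incision of a TAMRA/BHQ-2 double-stranded substrate bearing a tetrahydrofuran abasic site by 0.75 nM APE1 raises fluorescence. Substrate 50 nM final, added after 15 min compound preincubation at room temperature; progress as third-minus-first kinetic read difference.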
POLI inh = qHTS for Inhibitors of Polymerase Iota; DNA polymerase iota (Homo sapiens), Q9UNA4; Pol iota fluorescent replication assay, 10 min; Potency, µM (series often up to 115 µM), inactives show top-dose activity, negative = inhibition, most hits filed as inhibitors; 390,000 compounds, 1% hits
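Fluorescent replication assay read twice, at 0 min and 10 min after adding 50 nM (final) substrate. Enzyme (10 nM) and compounds were first incubated 15 min at room temperature; enzyme-free buffer wells were negative controls.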
Apoferritin bind = qHTS Assay for Identification of Novel General Anesthetics; 350,000 compounds, 0.074% hits; Potency, µM (highest dose often 77.5 µM), inactives show at the highest dose activity change, negative = displacement, actives largely listed as inhibitors; Ferritin light chain (Equus caballus), P02791; apoferritin/1-aminoanthracene competitive binding, fluorescence; further: on the % scale 0 is the no-effect control and ±100 the full control effect; nearly all actives have a fitted effect of over 20% in size
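Probe: 1-aminoanthracene (50% saturated, PBS). Protein: horse-spleen apoferritin, 10 uM. Incubation: 10 min, room temperature. Detection: 380 nm excitation, 535 nm emission. Analysis: normalized response, four-parameter Hill.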
POLB inh = qHTS Assay for Inhibitors of DNA Polymerase Beta | Pol beta primer extension/strand displacement, fluorescence kinetic | Potency, µM (doses to about 114 µM), without a hit: at the top dose activity change, negative = inhibition, most hits filed as inhibitors | 340,000 compounds, 1.3% hits | P06746; further: on the % scale 0 is the no-effect control and ±100 the full control effect
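Reaction started by 50 nM substrate onto compound-treated Pol beta (10 nM, 15 min preincubation, room temperature); plates read at 0 min and 10 min. Normalized concentration-effect data fitted by four-parameter Hill equation.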
Active calls of the source: *; ? = inconclusive; · = not tested or not shown; [ ] = dose if it differs, or a comment. The call rests on the fitted dose curve; in most records, active means well fitted curve in the direction sought with a large enough effect; inconclusive means small, poorly fitted or top-dose-only effect, or another doubt; inactive means no such curve, though single readings can be large; an effect the other way counts as inactive or inconclusive. Potency means the concentration at half of the fitted maximal effect. These rows are one share of the data; count on the stated rates, not on these rows.

Structure | G9a inh | Pol kappa inh | BLM helicase inh | BAZ2B block | Pol eta inh | APEX1 inh | POLI inh | Apoferritin bind | POLB inh
COc1ccc(NS(=O)(=O)c2ccc(C)c(C(=O)N(C)Cc3ccc(OC)cc3OC)c2)cc1 | ? | -15% | · | -29% | ? | 20% | 15% | · | ·
OCCN1CCN(CCOc2ccccc2-c2ccccc2)CC1 | 0%[59 µM] | -7% | -7% | 13% | -19% | ? | -13% | 31%[activator] | 21%
Cc1ccc(C(=O)N/C(=C/c2ccccc2)C(=O)NCC2CCCO2)cc1 (stereo not drawn) | ? | 5% | -1% | 5% | -8% | ? | 37%[activator] | -6% | 34%
Cc1cc(OC(C)C(=O)NC2CCN(Cc3ccccc3)CC2)c2c(C)cc(=O)oc2c1 (stereo not drawn) | 2% | 2% | 1% | -4% | -22% | 31% | -1% | -10% | 2%
O=C(CSc1nnc(Cc2ccccc2)o1)NC1CC2CCC1C2 (stereo not drawn) | -27%[12.7 µM] | 1% | 2% | 1% | -20% | 13% | 6% | 6% | 2%
Cc1cccc2sc(NS(=O)(=O)c3ccccc3)nc12 | · | 3% | -1% | -5% | -12% | 7% | -18% | -13% | 9%
O=C(O)/C=C\C(=O)Nc1ccc(N2CCN(c3ccc(Cl)c(Cl)c3)CC2)cc1 | 32µM* | -7% | -11% | 32µM* | -4% | -5% | -7% | -12% | -9%
CN1CCN(c2ccc(Cl)cc2NC(=O)c2ccc(S(=O)(=O)N3CCCCCC3)cc2)CC1 | ? | 3% | -5% | 6% | -17% | -6% | 6% | -11% | 29%
N#Cc1ccc(OCC(=O)N/N=C(\CCC(=O)O)c2cccs2)cc1 | 10% | -1% | -1% | -14% | -5% | 15% | 157%[activator] | -16% | 30%
CCc1nn(Cc2cc(C)ccc2C)c(=O)c2cc3cc(C)ccc3n12 | 0%[59 µM] | -1% | -4% | -1% | -18% | · | 2% | -11% | 5%
Cc1ccc(C)c(NC(=O)COC(=O)c2cccc3c2C(=O)c2ccccc2C3=O)c1 | -17%[59 µM] | -5% | -7% | ? | -14% | 1% | -5% | -12% | 2%
C=CCc1ccc(OCCCNCc2ccccc2)c(OC)c1 | · | 7% | -13% | 50µM* | -14% | -2% | 20% | -11% | 33%
CN(C)C(=O)c1ccc(-c2cc(C(F)(F)F)nn2C)s1 | 8% | -3% | -7% | -3% | -9% | 1% | 27% | -4% | 0%
O=S(=O)(c1ccc2ccccc2c1)N1CCc2ccccc21 | 90%[activator][59 µM] | -1% | -10% | 0% | -22% | 28% | 37%[activator] | 17% | 1%
COc1ccc2c(c1)OC[C@H]1[C@H]2N2C(=O)c3cc(F)ccc3NC(=O)[C@@]2(C)[C@H]1c1ccccc1 | · | 9% | · | · | -11% | 3% | -21% | · | ·
O=C(Nc1ccccc1)c1cccc(Cn2cc(C(F)(F)F)ccc2=O)c1 | 14% | -18% | 1% | 4% | -10% | 6% | 45%[activator] | -2% | 11%
O=C(Oc1ccccc1)c1cccc(N2C(=O)CCC2=O)c1 | -31% | -1% | -1% | -4% | -11% | 6% | 19% | -9% | 2%
Cc1ccc(S(=O)(=O)NCC(c2ccccc2)N2CCN(c3ccc(F)cc3)CC2)cc1 (stereo not drawn) | · | -1% | -10% | 15% | -10% | 1% | -3% | -8% | 26%
CCOC(=O)N1CCc2c(sc3c2c(=O)n(Cc2ccccc2)c(=O)n3CC(=O)Nc2ccc(C)c(C)c2)C1 | 1%[59 µM] | -18% | -9% | -11% | -10% | · | 45%[activator] | 0% | -4%
O=C(CC1C(=O)NCCN1CC1CCCCC1)NCc1ccccc1Cl (stereo not drawn) | -9%[12.7 µM] | -13% | -3% | -25% | -9% | -4% | 64%[activator] | ? | -3%
CCCn1c(Cc2ccccc2)nnc1SCC(=O)N1CCOCC1 | 21% | -3% | 1% | 5% | 1% | 3% | -1% | 0% | 26%
COc1ccc(NC(=O)CSc2nn3c(=O)c(C)nnc3s2)cc1 | 83%[activator] | -4% | 0% | -11% | -2% | 10% | -4% | -4% | 6%
CCCC12CN3CC(C)(CN(C1)C31CCCCC1)C2=O | ? | -14% | -1% | -4% | -14% | 5% | 8% | -7% | 24%
C[C@@H](NC(=O)Cn1cnc2c(NCc3ccccc3)ncnc21)c1cccc2ccccc12 | · | -8% | · | · | -1% | 3% | -22% | · | ·
Cc1ccc(/C=C/c2ccc(=O)n(Cc3ccc(Cl)cc3Cl)n2)cc1 | -46% | -19% | 5% | -29% | -7% | ? | 4% | -20% | ?
C=CCNC(=O)c1ccccc1NC(=O)C1COc2ccccc2O1 (stereo not drawn) | ? | 0% | -6% | -26% | -1% | 2% | 20% | -15% | 2%
CCC(C)(C)NC(=O)C(c1cccc(OC)c1OC)N(CCOC)C(=O)CCC(=O)Nc1cc(C)on1 (stereo not drawn) | 4% | -5% | -5% | -7% | 3% | 3% | -16% | 4% | 41%
O=C(C1CC(=O)N(c2ccc(Cl)cc2)C1)N1CCN(Cc2ccc3c(c2)OCO3)CC1 (stereo not drawn) | -4% | -8% | -2% | -7% | -12% | -7% | -4% | -4% | 17%
CCOC(=O)c1sc(N2C(=O)C(O)=C(C(=O)c3ccco3)C2c2ccco2)nc1C (stereo not drawn) | 8.9µM* | ? | -5% | ? | ? | 18%[12.4 µM] | 56µM* | 3% | ?
O=C(NCCc1cccs1)c1ccc(Cl)cc1 | 5% | -2% | -2% | -4% | 1% | 3% | -12%[58.9 µM] | 2% | 5%

Full records as entered above. Screens in order: G9a inh | Pol kappa inh | BLM helicase inh | BAZ2B block | Pol eta inh | APEX1 inh | POLI inh | Apoferritin bind | POLB inh
CCCn1c(Cc2ccccc2)nnc1SCC(=O)N1CCOCC1 is listed with 21% | -3% | 1% | 5% | 1% | 3% | -1% | 0% | 26%
Cc1ccc(/C=C/c2ccc(=O)n(Cc3ccc(Cl)cc3Cl)n2)cc1 is listed with -46% | -19% | 5% | -29% | -7% | ? | 4% | -20% | ?

The results go on.
Structure | G9a inh | Pol kappa inh | BLM helicase inh | BAZ2B block | Pol eta inh | APEX1 inh | POLI inh | Apoferritin bind | POLB inh
N#CCCn1c(=O)c(-c2cccs2)nc2cnc(N3CCNCC3)nc21 | -16%[12.7 µM] | -2%[60.1 µM] | -8% | · | · | 0% | · | · | ·
Cc1cccc(Cc2c(C)nc3nc(SCc4cccc(F)c4)nn3c2C)c1 | 31%[59 µM] | -5%[60.1 µM] | -4% | 3% | -17% | · | 2% | ? | 1%
O=C(CSc1ncn[nH]1)Nc1cccc2ccccc12 | 6%[59 µM] | -8% | -1% | -22% | -14% | 9% | 1% | -14% | 5%
CCc1ccc2c(c1)c(N=NC1=NC(=O)CS1)c(O)n2C | 13µM* | -17% | 0% | ? | -7% | 2% | -3% | 4% | 1%
NC(=O)c1cccn(Cc2ccc(C(F)(F)F)cc2)c1=O | 12% | -9% | 3% | -4% | 10% | 9% | 15% | -8% | 21%
C=CCn1c(SCC(=O)Nc2ccccc2OC)nnc1-c1ccccn1 | 18%[59 µM] | -11% | 4% | ? | 5% | -2% | 4% | 5% | 7%
NC(=O)c1cc([N+](=O)[O-])ccc1NCc1cccc2ccccc12 | -9%[2.33 µM] | -5% | · | ? | -20% | -3% | 23% | · | ·
Clc1ccc(OCc2nc3ccccc3n2Cc2ccccc2)c(Cl)c1 | 1%[59 µM] | ? | -6% | 7% | -21% | · | ? | 81%[activator] | 1%
N#CCc1nc2ccccc2c(=O)[nH]1 | 11% | -12% | -3% | 1% | -11% | -4% | -22% | -9% | 3%
c1ccc(OCCCc2nc(-c3ccncc3)no2)cc1 | 5%[59 µM] | -7% | -2% | -1% | -2% | 2% | 25% | -8% | -10%
COc1ccc(S(=O)(=O)NC(N)=NCCc2ccccc2OC)cc1 | -4% | -6% | -2% | -8% | -13% | -6% | 84%[activator] | -6% | -1%
C1=C(CCNCC2CC2)CCCC1 | 2%[59 µM] | 0% | -2% | 11% | -16% | 2% | 22% | 0% | 8%
CCOC(=O)/C(C#N)=N\Nc1cc(Cl)ccc1OC | 4% | 0% | -2% | -17% | -13% | 1% | 6% | -13% | 4%
S=C(Nc1cccc(Cl)c1)N1CCOCC1 | -26% | -5% | -2% | -3% | 7% | 0% | 16% | -15% | 2%
CN(CCc1ccccc1)C1CCCN(S(=O)(=O)CC(F)(F)F)C1 (stereo not drawn) | ? | -8% | 0% | -4% | -14% | 32% | 63%[activator] | -8% | -20%
Cc1ccc(SCC(=O)OCn2nnc3ccccc3c2=O)cc1C | -13%[59 µM] | -4% | -7% | 10% | -19% | 4% | -7% | ? | 22%
CC1(C)C=Cc2c(cc3occ(-c4ccc5c(c4)OCO5)c(=O)c3c2O)O1 | -45%[2.33 µM] | -3%[60.1 µM] | -4% | · | · | -3% | · | -16% | ·
COc1ccc(C(=O)Nc2ccc3nc(SCC(=O)N(C)c4ccccc4)sc3c2)cc1 | 17%[59 µM] | 2% | 1% | 2% | -15% | · | -2% | 2% | 8%
CC(C)CN1C(=O)c2ccc(NC(=O)c3ccccc3F)cc2C1=O | -5%[2.33 µM] | -3% | -3% | 4% | 1% | 10% | 18% | 4% | 28%
S=c1[nH]nc(Cc2noc3ccccc23)n1-c1ccccc1 | 2.8µM* | -12% | -2% | 0% | -10% | 2% | 147%[activator] | -5% | 38%
CSc1[nH]c(=O)c(C(=O)O)cc1C#N | -40%[12.7 µM] | -9% | -1% | 50µM* | -6% | -4% | 12% | 2% | -6%
O=C1C2C3C=CC(C3)C2C(=O)N1CCN1CCN(S(=O)(=O)c2ccc3ccccc3c2)CC1 (stereo not drawn) | 6%[12.7 µM] | 8% | 1% | 2% | -15% | 13% | 9% | -2% | 20%
CCCCn1c(SC(C)C(N)=O)nc2cc(C(=O)OC)ccc2c1=O (stereo not drawn) | 6%[12.7 µM] | -4% | -1% | -30% | 4% | -3% | 4% | -8% | 1%
